PHOSPHO1 block: PubChem AID 1565. recombinant PHOSPHO1, absorbance phosphatase assay. 290,000 tested, 1.1% active. Phosphoethanolamine/phosphocholine phosphatase (Homo sapiens), Q8TCT1. inhibition, % at 13.3 µM; in the data active = inhibition above about 60%
Target sequence (Q8TCT1 whole entry, looked up): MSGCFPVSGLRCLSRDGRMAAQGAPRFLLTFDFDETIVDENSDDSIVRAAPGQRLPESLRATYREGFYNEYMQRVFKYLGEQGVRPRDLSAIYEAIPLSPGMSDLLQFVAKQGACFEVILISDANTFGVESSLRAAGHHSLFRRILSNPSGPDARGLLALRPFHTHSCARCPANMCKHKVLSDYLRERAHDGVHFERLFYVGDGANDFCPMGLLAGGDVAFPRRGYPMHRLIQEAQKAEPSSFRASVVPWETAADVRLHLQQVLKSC
MEKK3 PB1 HTS: modulators of MEKK3-MEK5 PB1 binding, primary screen, biochemical, wildtype MEKK3, multiplex bead flow cytometry, Alexa488-MEK5 | binding response (% of control), % at 10 µM | Mitogen-activated protein kinase kinase kinase 3 (Homo sapiens), Q99759 | bead-based flow cytometry, Alexa488-MEK5 binding to MEKK3; actives lie on both sides; 0 = blocked by unlabeled MEK5, 100 = vehicle | 290,000 tested, 1.4% active;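 active = binding response more than 3 SD above or below the average of its plate-row segment, actives on both sides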;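 note: Alexa488 bead fluorescence after subtracting the streptavidin-only scavenger bead signal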
NALP1 inh: NALP1 inflammasome inhibitors in reconstituted yeast, colorimetric, S. cerevisiae, triplicate retest | S. cerevisiae NALP1/ASC/caspase-1 growth, X-gal OD620, 72 h | inhibition, % at 10 µM | 280,000 tested, 0.61% active | AID 2071, 2009; in the data active = inhibition mostly above about 24%, no sharp cut-off; inactive = mostly below about 32%; note: some compounds called inactive have numbers as strong as hits
GalR3 antagonist: GalR3 antagonists in HEK293 cells, primary screen, cell-based, fluorescence readout | Galanin receptor type 3 (Homo sapiens), O60755 | HEK293 GalR3-CNG cAMP membrane potential fluorescence; galR3 body fused to GalR1 C-terminus | inhibition, % at 3 µM | 360,000 tested, 0.44% active;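 active = inhibition above the screen-wide average plus 3 SD, cut at about 13% in these data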;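 note: forskolin and galanin both at EC90 stimulate the cells; cAMP rise reported by CNG channel membrane potential dye signal; 0% = forskolin plus galanin with DMSO and 100% = forskolin alone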
GPR7 antag: GPR7 receptor antagonists, primary screen, cell-based, fluorescence, single concentration; Neuropeptides B/W receptor type 1 (Homo sapiens), P48145; GPR7-expressing cells, fluorescence antagonist assay; inhibition, % at 4.4 µM; 290,000 tested, 1.1% active; AID 1861, 2009; in the data active = inhibition above about 16%, passing the limit was not always enough;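 note: cells stimulated with the agonist NPW; 0% = agonist with vehicle and 100% = vehicle without agonist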
Target sequence (P48145 whole entry, looked up): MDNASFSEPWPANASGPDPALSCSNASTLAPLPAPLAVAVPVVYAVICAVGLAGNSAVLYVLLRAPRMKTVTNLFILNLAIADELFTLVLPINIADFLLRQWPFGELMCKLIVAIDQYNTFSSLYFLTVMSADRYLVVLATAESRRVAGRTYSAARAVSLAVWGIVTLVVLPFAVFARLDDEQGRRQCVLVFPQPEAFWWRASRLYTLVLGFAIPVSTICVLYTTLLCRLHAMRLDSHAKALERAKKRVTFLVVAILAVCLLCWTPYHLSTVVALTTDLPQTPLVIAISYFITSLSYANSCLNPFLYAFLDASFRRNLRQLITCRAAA
OXTR agonist: human OXTR agonists, primary screen, fluorescence, CHO-OTR cells, Fluo-8 calcium; Fluo-8 calcium fluorescence; normalized: DMSO 0%, oxytocin 100%; activation, % at 3 µM; 320,000 tested, 0.32% active; AID 2435, 2010;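 active = activation above the mean of all tested compounds plus 3 SD, cutoff set per screening run, cut at about 20% in these data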;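 note: peak over basal fluorescence ratio from a 100 s FLIPR kinetic read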
Target sequence (P30559 whole entry, looked up): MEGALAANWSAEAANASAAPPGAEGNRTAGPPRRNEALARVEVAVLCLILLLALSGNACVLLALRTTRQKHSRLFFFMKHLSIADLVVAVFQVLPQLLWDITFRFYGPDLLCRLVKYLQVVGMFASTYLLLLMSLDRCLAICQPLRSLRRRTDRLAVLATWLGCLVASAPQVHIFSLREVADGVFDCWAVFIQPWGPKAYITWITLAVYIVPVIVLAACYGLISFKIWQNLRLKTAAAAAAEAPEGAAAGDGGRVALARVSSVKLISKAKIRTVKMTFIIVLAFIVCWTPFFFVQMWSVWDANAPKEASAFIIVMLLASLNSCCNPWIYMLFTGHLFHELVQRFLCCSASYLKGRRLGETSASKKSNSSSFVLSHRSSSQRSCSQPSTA
V1R ag counter: agonists of human V1a receptor, primary screen, counter-screen for OXTR agonist project, fluorescence, CHO-V1R cells; AID 2797, 2010; Fluo-8 calcium fluorescence, agonist mode; 0% DMSO, 100% 3 nM vasopressin; Vasopressin V1a receptor (Homo sapiens), P37288; 320,000 tested, 0.25% active; activation, % at 3 µM;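 active = activation above the mean activation of all tested compounds plus 3 SD, per screening run, cut at about 20% in these data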;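 note: signal is peak over basal fluorescence ratio across a 100 second FLIPR read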
MEKK2 WT-MEK5: modulators of MEK5 binding to wildtype MEKK2, primary screen, biochemical, multiplex bead flow cytometry, Alexa488-MEK5 | Mitogen-activated protein kinase kinase kinase 2 (Homo sapiens), Q9Y2U5 | Alexa488-MEK5 binding to MEKK2 WT; actives lie on both sides | binding response (% of control), % at 10 µM | 290,000 tested, 1.1% active; in the data active = binding response below about 67% or above about 130%
MEKK2 mut-MEK5: MEK5 binding signal on mutant MEKK2 PB1, primary screen, biochemical, multiplex bead flow cytometry, Alexa488-MEK5; AID 1530, 2009; Alexa488-MEK5 binding to MEKK2 mutant; percent response, % at 10 µM; 290,000 tested, 0.35% active; in the data active = percent response above about 24%, passing the limit was not always enough; note: inactives centre near 1; some results filed as inactive read as strong as hits; reference of the scale not given here
Numbers without * were called inactive; nt = no result given.

SMILES | PHOSPHO1 block | MEKK3 PB1 HTS | NALP1 inh | GalR3 antagonist | GPR7 antag | OXTR agonist | V1R ag counter | MEKK2 WT-MEK5 | MEKK2 mut-MEK5
O=C(N/N=C/c1cccnc1)c1cc(C2CC2)nc2ccccc12 | 10 | 99 | -4 | nt | -9 | 0.4 | 0.7 | 101 | 0
N#Cc1c(N)nc2c(c1-c1cccnc1)CCCCC2 | 5 | 104 | 18 | -4 | -2 | 1.5 | 0.7 | 105 | -1
CC(C)n1nnnc1SCC(=O)Nc1ccccc1N1CCOCC1 | -2 | 117 | 9 | 4 | nt | -0.9 | 0.2 | 104 | 3
CN(C)S(=O)(=O)c1cccc(C(=O)Nc2cccnc2)c1 | 14 | 87 | -83 | 0 | -10 | 0.2 | 0.2 | 94 | -6
O=c1c2ccccc2sn1-c1ccc(S(=O)(=O)N2CCCCC2)cc1 | nt | 99 | nt | 6 | 3 | 2.8 | 0.8 | 99 | -1
COc1ccc2nc(NC(=O)c3ccccc3O)sc2c1 | -16 | 102 | 20 | -10 | 24 | 20* | 16 | 99 | 0
CSc1ccc(CN(C)C(=O)c2cc(=O)[nH]c3ccccc23)cc1 | 35 | 101 | -1 | -5 | -8 | 3.1 | 1.8 | 104 | 10
Cc1ccc(NC(=O)CCC(=O)OCC(=O)c2ccc(Oc3ccc([N+](=O)[O-])cc3)cc2)cc1C | -5 | nt | 17 | -4 | -7 | 3.0 | 2.5 | nt | nt
CCOC(=O)/C(=N\Nc1ccccc1Cl)N(C)C1CCS(=O)(=O)C1 (configuration not stated) | -8 | 104 | 8 | 0 | -3 | -1.7 | -1.0 | 99 | -3
c1ccc2oc(NC3=NCN(C4CCCCC4)CN3)nc2c1 | 15 | 98 | nt | -6 | -12 | 0.5 | 3.6 | 93 | 4
Clc1ccc(/C=N/Nc2nc(Cl)nc3ccccc23)cc1 | 34 | 100 | 13 | -6 | -3 | 0.7 | 0.0 | 96 | -6
O=C(CN1N=C(c2ccccc2)CCC1=O)NCc1cccs1 | 37 | 91 | -5 | -3 | -3 | 1.3 | -1.0 | 95 | -3

3 compounds from above, showing only MEKK2 WT-MEK5.
Structure	MEKK2 WT-MEK5
CSc1ccc(CN(C)C(=O)c2cc(=O)[nH]c3ccccc23)cc1	104
c1ccc2oc(NC3=NCN(C4CCCCC4)CN3)nc2c1	93
CCOC(=O)/C(=N\Nc1ccccc1Cl)N(C)C1CCS(=O)(=O)C1 (configuration not stated)	99

(more compounds)
SMILES | PHOSPHO1 block | MEKK3 PB1 HTS | NALP1 inh | GalR3 antagonist | GPR7 antag | OXTR agonist | V1R ag counter | MEKK2 WT-MEK5 | MEKK2 mut-MEK5
CC(=O)C1=C(O)C(=O)N(c2ccc(S(=O)(=O)Nc3nccs3)cc2)C1c1ccc(F)cc1 (configuration not stated) | 16 | 98 | -4 | -6 | -7 | 0.6 | 0.6 | 99 | -5
O=C(c1ccco1)N1CCN(Cc2c(Cl)cccc2Cl)CC1 | 36 | 93 | -7 | -4 | -22 | -2.1 | 0.5 | 101 | 5
C/C(CC1CC(C)(C)OC1=O)=N\NC(N)=S (configuration not stated) | 2 | 105 | 30 | -1 | -2 | 0.4 | 0.0 | 101 | 4
O=C(N/C(=C\c1ccccc1)C(=O)N1CCOCC1)c1ccccc1Br | 18 | 105 | 18 | 2 | 0 | 0.7 | 0.2 | 101 | 3
C=CCNC(=S)NCc1ccccc1OC | 34 | 98 | -4 | -7 | -12 | -0.7 | -0.1 | 96 | -5
COc1ccccc1OCCNC(=O)c1cc(F)c(F)cc1Cl | -19 | 97 | 3 | 3 | -9 | -1.0 | -0.8 | 103 | 1
Cc1ccc2c(c1)N(CCC(=O)NCC1CCCO1)C(=O)CO2 (configuration not stated) | 32 | 105 | 13 | -2 | -9 | -1.0 | -0.5 | 104 | 4
CC1C(=O)CCN(C(C)(C)C)C1C (configuration not stated) | 16 | 87 | 7 | -2 | -13 | 1.1 | 0.4 | 95 | -10
CCOC(=O)C1CCN(C(=O)CSc2ccc(Br)cc2)CC1 | 37 | 101 | 14 | -6 | -8 | -0.9 | -0.1 | 98 | 3
COc1ccc(CSc2nnc(CNS(C)(=O)=O)o2)cc1 | 1 | 98 | 3 | -6 | 7 | -0.3 | 0.4 | 99 | -3
Cc1ccc(Cl)c(NC(=O)COC(=O)CNS(=O)(=O)/C=C/c2ccccc2)c1Cl | 3 | 99 | 14 | -1 | -7 | -0.9 | 0.7 | 97 | -1
Cn1nc(C(F)(F)F)c(-c2ccc(Br)cc2)c1NC(=O)C1CCC1C(=O)O (configuration not stated) | 13 | 89 | nt | -5 | 2 | -0.5 | 0.0 | 91 | -17
C=CCc1cccc2cc(C(=O)NCc3cccnc3)c(=O)oc12 | -1 | 102 | 7 | -1 | 0 | -1.3 | -0.5 | 103 | 5
COc1ccccc1C(OC(=O)c1ccco1)C(=O)NCc1ccc(F)cc1 (configuration not stated) | 18 | 102 | 16 | -1 | -7 | 1.4 | 2.2 | 99 | -3
CCC(CNc1cc(OC)cc2cccnc12)NC1CCCCC1 (configuration not stated) | -85 | 97 | 9 | -9 | -11 | -1.0 | 1.9 | 111 | 22
C/C(=N/NC(=O)c1cc(C2CC2)[nH]n1)c1cccs1 | -6 | 101 | 9 | -4 | 3 | -0.1 | -1.2 | 96 | -1
O=C(NC1CC1)C1=C[C@H](c2ccc(C(F)(F)F)cc2)C[C@H](OCCCCO)O1 | nt | 107 | nt | -4 | nt | -0.5 | 0.3 | 102 | 2
O=C(COc1ccc(Cl)cc1)Nc1ncccn1 | 12 | 98 | 5 | -2 | -4 | 0.7 | 0.4 | 96 | 1
O=C1c2cccc3c(O)ccc(c23)C(=O)N1Cc1ccco1 | 0 | 102 | 2 | -3 | -1 | nt | nt | 93 | -4
CC(C)CC(C(=O)NC(=O)NCc1ccccc1)N1C(=O)c2ccccc2C1=O (configuration not stated) | 4 | 108 | -3 | nt | -3 | -1.1 | 1.1 | 104 | 6
COc1ccc(C(=O)Nc2ccccc2C(=O)Nc2ccccn2)cc1 | 39 | 102 | 8 | -3 | -22 | -1.6 | 0.1 | 102 | 6
CC(C)c1nnc(NC(=O)C2CC(=O)N(CCc3ccc(F)cc3)C2)s1 (configuration not stated) | 19 | 101 | -7 | -8 | 5 | 0.5 | -0.2 | 101 | -1
CC1CC(C)CN(c2ncnc3c2cnn3Cc2ccc(Cl)cc2)C1 (configuration not stated) | 0 | 101 | 21 | -1 | -8 | -2.2 | 2.5 | 103 | 4
Cc1ccccc1NC(=O)C1CCN(c2cc(-c3ccccc3)nc3ncnn23)CC1 | -6 | 86 | -4 | -2 | -13 | -2.5 | -0.9 | 109 | 3
O=C1/C(=C/C=C/c2ccccc2)Oc2c1ccc(O)c2CN1CCN(CCO)CC1 | 32 | 107 | nt | 1 | -8 | -0.1 | 1.6 | 110 | 21
O=C(NC1CCCC1)C1CC(=O)N(c2ccc(F)cc2)C1 (configuration not stated) | 22 | 101 | 9 | -7 | -13 | 0.5 | 0.4 | 97 | 0
CCc1ccc(S(=O)(=O)c2ccc(-n3nc(C)cc3N)cc2)cc1 | 37 | 106 | 5 | -1 | -3 | 2.0 | 4.4 | 104 | 0
C=CCOc1c(CNn2nnnc2N)cccc1OC | 0 | 94 | 37 | 5 | 2 | 0.5 | 1.3 | 99 | 5
Cc1nc(N)c(C#N)c(-c2ccccc2)c1C | 0 | 100 | 7 | -3 | -4 | -0.2 | 1.2 | 105 | 0
O=C(COC(=O)/C=C/c1ccco1)Nc1cccc([N+](=O)[O-])c1 | 0 | 90 | 34 | -1 | -3 | 1.8 | 0.4 | 106 | 11
COc1ccccc1NC(=O)CSc1ccc(-c2ccccn2)nn1 | 24 | 97 | 4 | -4 | 13 | 0.8 | 0.6 | 102 | 2
O=C(O)c1ccc(/C=N/NC(=O)c2ccc(F)cc2)cc1 | 35 | 113 | nt | -5 | -11 | -0.5 | 0.5 | 114 | 7
O=C(CSc1nnc(-c2ccccc2F)n1C1CC1)Nc1cccnc1Cl | 0 | 110 | 26 | -3 | 5 | -1.0 | 0.9 | 112 | 0
COc1ccc2[nH]cc(C(O)CN3CCC(C(N)=O)CC3)c2c1 (configuration not stated) | 1 | 102 | -5 | -2 | 6 | 1.8 | 0.2 | 105 | 2
COCc1cc(=O)[nH]c2cc(NC(=O)C3CC3)c(C)cc12 | 6 | 100 | 23 | -3 | -11 | -0.5 | 0.7 | 96 | 0
CN(Cc1cccnc1)C(=O)CNC(=O)c1ccc(Cl)cc1Cl | 44 | 103 | -10 | 2 | -9 | -0.7 | 0.7 | 97 | -7
COCCN1C(=O)c2oc3ccccc3c(=O)c2C1c1ccc(OC)c(OC)c1 (configuration not stated) | -6 | 79 | 23 | -3 | -9 | 0.6 | -0.6 | 85 | 1
CC1(CC(=O)NNC(=O)Nc2ccccc2)OCCCO1 | 29 | 101 | 8 | 0 | -8 | -0.5 | 0.5 | 103 | -7
COc1ccc(NC(=O)CCNS(=O)(=O)c2ccc3c(c2)c(=O)n(C)c(=O)n3C)c(OC)c1 | -3 | 90 | 19 | -9 | -8 | -1.0 | -0.8 | 96 | -2
O=S(=O)(c1cccc(-c2nnco2)c1)N1CCCC1 | -7 | 105 | 17 | -1 | 2 | 5.0 | 2.8 | 109 | 5
CCCc1nnc(NC(=O)CCC(=O)N2CCN(S(=O)(=O)c3ccc(C)cc3)CC2)s1 | 12 | 95 | 2 | -7 | 0 | -0.1 | -0.2 | 97 | -11
CCn1nnc2c(=O)oc3ccccc3c21 | 8 | 81 | -9 | -2 | -15 | -0.4 | 1.2 | 83 | -14
CCN(CC)S(=O)(=O)c1ccc2c3c(cccc13)C(=O)S2 | 26 | 111 | -2 | -3 | -12 | -0.8 | 0.0 | 102 | 5
CC(=O)Nc1ccc(/C=N/NC(=O)CCN2CCN(c3ccccc3)CC2)cc1 | 12 | 102 | -8 | -8 | -12 | 0.3 | -0.1 | 102 | -1
O=C(CSc1ccc(Cl)cc1)NCc1ccncc1 | -23 | 101 | -17 | -4 | -7 | -0.7 | -0.8 | 97 | 4
CC(C)c1ccc(NC(=O)CSc2nnc(CN3CCOCC3)n2C)cc1 | 32 | 101 | -14 | -8 | 2 | 0.3 | -0.4 | 99 | 1
Cc1ccc(C)c(NC(=O)c2cc(S(=O)(=O)N3CCOCC3)cn2C)c1 | 39 | 101 | 2 | nt | -7 | -0.6 | -0.2 | 102 | 4
Cc1ccc(-c2csc3nc4c5ccccc5c(NCCCN(C)C)nn4c(=O)c23)cc1 | 37 | 107 | 14 | 0 | 11 | 5.0 | 0.9 | 195* | 65*
CCNc1nc2c(c(=O)[nH]c(=O)n2C)n1CC(C)C | 5 | 102 | nt | 1 | 1 | 0.1 | 0.0 | 100 | 6
CC1(/[N+]([O-])=C/c2cccc(Cl)c2)CCCCC1=O (configuration not stated) | 24 | 128 | 19 | -5 | -9 | -0.2 | -0.8 | 108 | 20
